TDP1 inh – blocks human tyrosyl-DNA phosphodiesterase 1 | Q9NUW8 | recombinant TDP1, AlphaScreen DNA substrate cleavage | Potency, µM (titrated, usually from 130 µM), without a hit: at the highest dose activity change, negative = inhibition, actives largely listed as inhibitors | 350,000 compounds, 0.28% hits | AID 485290; also: nearly all actives have a fitted effect of over 40% in size
Target sequence (Q9NUW8 whole entry, looked up): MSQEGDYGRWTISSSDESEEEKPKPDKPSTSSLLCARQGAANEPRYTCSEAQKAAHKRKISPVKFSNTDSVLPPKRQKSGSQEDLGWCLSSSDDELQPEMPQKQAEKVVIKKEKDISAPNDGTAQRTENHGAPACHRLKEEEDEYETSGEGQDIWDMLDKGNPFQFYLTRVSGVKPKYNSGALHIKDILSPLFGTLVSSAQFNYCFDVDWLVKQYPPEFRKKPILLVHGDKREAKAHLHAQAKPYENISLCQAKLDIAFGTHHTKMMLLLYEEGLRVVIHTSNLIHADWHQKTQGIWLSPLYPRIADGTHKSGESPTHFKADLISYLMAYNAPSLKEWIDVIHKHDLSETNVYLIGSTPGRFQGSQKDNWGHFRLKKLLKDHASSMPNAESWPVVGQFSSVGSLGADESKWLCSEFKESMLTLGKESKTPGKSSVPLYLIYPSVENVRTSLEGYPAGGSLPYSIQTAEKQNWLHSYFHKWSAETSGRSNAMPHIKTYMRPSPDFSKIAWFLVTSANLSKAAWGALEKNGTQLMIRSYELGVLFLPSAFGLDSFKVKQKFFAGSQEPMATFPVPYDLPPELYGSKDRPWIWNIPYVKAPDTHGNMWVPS
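Recombinant E. coli-expressed Tdp1 (1 nM) preincubated with compound 15 min at RT, then 5'-biotin/3'-phosphotyrosine-FITC DNA substrate (15 nM) added for 5 min. AlphaScreen beads (10 ug/ml) added, 10 min RT; tyrosine-FITC cleavage read as signal loss.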
DT40 TDP1 CPT – DT40-hTDP1 cell growth loss with CPT; 420,000 compounds, 12% hits; chicken DT40 Tdp1-/-;hTDP1 cells + 20 nM CPT, ATP luminescence, 48 h; AID 686979; Potency, µM (top dose mostly 46.2 µM), without a hit: top-dose activity change, negative = growth inhibition, usual class: inhibitors; also: nearly all actives have a fitted effect of over 55% in size
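Chicken DT40 Tdp1-/- cells stably complemented with human TDP1 were seeded at 400 cells/well in medium containing 20 nM camptothecin, exposed to pin-transferred compounds, and grown at 37 °C for at least 48 hr. Viability was read as ATP luminescence.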
TDP1 cell noCPT – qHTS for Inhibitors of human tyrosyl-DNA phosphodiesterase 1 (TDP1): qHTS in cells in absence of CPT; DT40 Tdp1-/- hTDP1 cells, no CPT, ATP luminescence, 48 h; Potency, µM (highest dose often 46.2 µM), inactives show at the top dose activity change, negative = growth inhibition, actives largely listed as inhibitors; 420,000 compounds, 15% hits; also: nearly all actives have a fitted effect of over 55% in size
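Seeded 400 DT40-hTDP1 cells/well (vehicle DMSO, no 20 nM CPT); pinned compounds; ≥48 hr at 37 °C; CellTiter-Glo luminescence as viability measure.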
Numbers without * were called inactive; ? = inconclusive; . = not tested or not shown; [ ] = remark or other dose. Calls follow the shape of the dose curve; as a rule, active = well fitted curve in the direction sought with a large enough effect; inconclusive = small, poorly fitted or top-dose-only effect, or another doubt; inactive = no such curve, though single readings can be large; an effect the other way counts as inactive or inconclusive. % is scaled to controls: 0 for no effect and ±100 for the full control effect; potency is read from the fitted curve at half-maximal effect.

item	structure	TDP1 cell noCPT	TDP1 inh	DT40 TDP1 CPT
1	Nc1nc(COc2ccc3ccccc3c2)cs1	-10.4%	10.2%	?
2	COc1ccc(NC(=O)CN(C)C(=O)c2cccc(-n3cccc3)c2)cc1	-28.3%	2.51µM*	-28.8%
3	CC(C)(C)c1cc(NC(=O)COC(=O)c2ccccc2O)n(-c2ccccc2)n1	?	.	-0.7%
4	CCOc1ccc(OCC)c(NC(=O)c2[nH]c(C)c(C(C)=O)c2C)c1	1.0%	-3.9%	-9.9%
5	O=C(Nc1nnc(C2CC2)s1)c1cc(S(=O)(=O)N2CCCCC2)ccc1N1CCOCC1	-20.1%	10.0%	-20.0%
6	CC1Sc2ccc(S(=O)(=O)CCC(=O)Nc3cc(F)ccc3F)cc2NC1=O (centres undefined)	0.9%	0.7%	-24.4%
7	O=C(NNC(=O)c1cc(-c2ccccc2Cl)nc2ccccc12)c1csc(N2CCOCC2)n1	-11.1%	.	-20.9%
8	O=C(OCc1cccc(Cl)c1)c1cc(S(=O)(=O)N2CCCCC2)ccc1N1CCOCC1	29.1µM*	0.8%[56.1 µM]	16.4µM*
9	COc1cc(/C=N/n2cnnc2)ccc1OC(=O)c1ccncc1	?	4.2%	?
10	CCCOC(=O)c1ccc(NC(=O)Oc2ccccc2)cc1	-13.0%	-1.0%	-3.7%
11	CCc1ccc(C(=O)CSc2nc(C)cc(=O)[nH]2)cc1	?	-7.7%	-2.9%
12	c1cncc(-c2nc3ccccc3s2)c1	2.6%	2.7%	1.3%
13	CCOC(=O)CC(NC(=O)c1cc2cccc(OC)c2oc1=O)c1ccc(OC)cc1 (centres undefined)	?	.	-2.4%
14	CCN(CC)CCCn1c2c(c(SCC(=O)Nc3nc(C)cs3)nc1=O)CCC2	3.5%	-12.3%	-2.7%
15	Cc1c(C(C)CCCO)oc(=O)c2c1Oc1c(C)c(C(C)C[C@@H](C)O)oc(=O)c1C2 (some centres undefined)	?	2.0%	4.3%
16	Clc1nc(NC2CCCCC2)c2cn[nH]c2n1	-17.5%	.	-22.1%
17	CC(=O)Nc1ccc(SC[C@H](Cc2ccccc2)N2CC[C@@H](O)CCC2=O)cc1	-5.9%	1.9%	-22.4%
18	CCN1CCCc2cc(CN(CCN3CCOCC3)C(=S)Nc3cccc(C)c3)ccc21	?	10.5%	16.4µM*
19	Cc1nc(NC(=O)C2CC2)sc1C(=O)Nc1ccc(Br)cc1	-21.8%	.	?
20	COc1ccccc1Cn1cc(C(=O)c2ccc(C)cc2)c(=O)c2cc(C)ccc21	7.31µM*	4.6%	5.17µM*
21	O=C1CS/C(=N/N=C/c2c[nH]c3ccccc23)N1	-17.6%	3.1%	12.6%
22	O=C(O)c1ccc2c(c1)C(=O)N(c1cccc(C(=O)/C=C/c3ccccc3)c1)C2=O	-20.7%	-1.2%	6.1%
23	CCOc1cc(-c2nnc(-c3ccco3)o2)cc(OCC)c1OCC	11.6µM*	6.8%	18.4µM*
24	CCOC(=O)C1CCN(S(=O)(=O)c2ccc3c(c2)CCCN3C(C)=O)CC1	-18.2%	1.0%	-5.8%
25	Cc1cccnc1CN1CCN(C(=O)CCc2nnc(CCc3ccccc3)o2)CC1	-25.7%	0.0%	-17.2%
26	O=S(=O)(c1ccc(S(=O)(=O)N(Cc2cccs2)CC2CCCO2)cc1)N1CCCCC1 (centres undefined)	?	7.1%	-25.8%
27	COc1ccc(N(CC(=O)Nc2ccc3c(c2)OCO3)S(=O)(=O)c2ccc(F)cc2)cc1	?	0.0%	?
28	COC(=O)[C@]1(Cc2ccccc2)N[C@H](c2ccc(-c3ccc(OC)cc3)cc2)[C@@H]2C(=O)N(C)C(=O)[C@@H]21	1.3%	.	-3.6%
29	O=C(NCCc1ccc(Cl)cc1)C1CCCO1 (centres undefined)	-9.0%	.	7.7%
30	Cn1c(CSc2ncccn2)nnc1SCC(=O)N1CCCCCC1	-2.1%	2.5%	-18.8%
31	CC(C)C(=O)N1CCN(c2ccc(NC(=O)c3cccs3)cc2)CC1	?	0.0%	?
32	CC(=O)Nc1cc2c(cc1NC(=O)Cn1nnc(-c3ccc(C)o3)n1)OCCO2	-4.5%	6.0%	14.6%
33	CCOC(=O)CSc1nc2ccc(C)cc2cc1C#N	-20.9%	-2.3%	-23.4%
34	NC(=O)CSc1nc(-c2ccccc2)c(-c2ccccc2)o1	-15.3%	4.7%	-27.0%
35	CC(C)(C)c1cc(CCC(=O)NCc2ccccn2)cc(C(C)(C)C)c1O	-17.8%	2.4%	?
36	COc1ccc2cc(C#N)c(SCC(=O)N3CC(=O)Nc4ccccc43)nc2c1	-6.7%	.	0.0%
37	CC1=CC(C)(C)N2C(=O)C3(N=C(N)NC(Nc4ccccc4)=N3)c3cc(C)cc1c32 (centres undefined)	18.4µM*	2.6%	?
38	NS(=O)(=O)c1ccc(NC(=O)N2c3ccccc3Sc3ccccc32)cc1	-17.1%	9.5%	-18.3%
39	O=C(CC1CCCCC1)NCCS(=O)(=O)N1CCN(c2ccccc2)CC1	-28.1%	-1.6%	-19.3%
40	COc1ccc(CN(CC(=O)NCC2CCCO2)C(=O)CCC(=O)Nc2nccs2)cc1 (centres undefined)	-17.7%	9.0%	-10.1%
41	O=C(NCc1ccccc1Cl)c1ccc2c(c1)NC(=O)C(CS(=O)(=O)Cc1ccc(Cl)cc1)N2 (centres undefined)	?	13.0%	?
42	O=C(NC1CCCC1)c1ccc(CSc2nc3cccnc3n2Cc2ccccc2)cc1	16.4µM*	-5.0%	?
43	O=C(O)CCC(=O)Nc1nc2ccccc2s1	-12.3%	-3.9%	-4.7%
44	COc1ccc(C(=O)NCCn2cc(SCC(=O)Nc3ccc4c(c3)OCCO4)c3ccccc32)cc1OC	20.6µM*	11.0%	14.6µM*
45	O=C(Nc1ccc(NC(=S)NC(=O)c2cccs2)cc1)c1ccccc1	-19.3%	0.6%	-19.5%
46	COC(=O)Nc1ncc(CN2CCc3ccccc3C2)s1	-10.9%	4.7%	-17.3%
47	Cc1nn(-c2ccccc2)c2sc(C(=O)Nc3cccc(O)c3)cc12	23.1µM*	.	?
48	COc1cc(OC)cc(C(=O)n2nc(C)cc2C)c1	18.0%	3.0%[56.1 µM]	-1.6%
49	CN(C)CCNC(=S)Nc1ccc(-c2nc3ccccc3[nH]2)cc1	-4.6%	2.6%	-3.4%
50	O=C(COC(=O)c1cc(C(F)(F)F)cc(C(F)(F)F)c1)NCc1ccc(Cl)cc1	-1.0%	5.5%	0.0%
51	O=C1CN(C(=O)N[C@@H](Cc2ccccc2)C(=O)N[C@@H](Cc2ccccc2)C(=O)O)c2ccccc2N1	-0.7%	.	14.6%
52	Cn1c(N)c(C(=O)c2ccc(F)cc2F)c(=O)n(C)c1=O	-5.0%	0.0%	-1.0%
53	Cc1ccc(CNS(=O)(=O)c2cc3c4c(c2)CCN4C(=O)CC3)cc1	-22.3%	-13.7%	-14.4%
54	COc1cccc(/C=N/n2c(-c3n[nH]c4c3CCC4)n[nH]c2=S)c1O	?	10.8%	-4.5%
55	O=C(NCCc1ccccc1)c1c[nH]c2ccc(S(=O)(=O)Nc3ccc(F)cc3F)cc2c1=O	-18.9%	-7.6%	0.4%
56	COc1cccc(C(=O)NC(C)c2cccc3ccccc23)c1OC (centres undefined)	?	7.9%	-28.7%
57	COc1cccc(Cn2c(=O)n(-c3cccc(Cl)c3C)c(=O)c3c4c(sc32)CN(C(C)=O)CC4)c1	?	7.4%	?
58	Cc1[nH][nH]c(=O)c1C(c1c(C)[nH][nH]c1=O)c1cn(Cc2ccc(Cl)c(Cl)c2)c2ccccc12	2.06µM*	10.5%	2.06µM*
59	Cc1ccc(C)c(NC(=O)c2ccc3c(=O)n4c(nc3c2)CCC4)c1	?	0.0%	-5.7%
60	COCc1[nH]nc2c1C1(C(=O)N(C)c3ccccc31)C(C#N)=C(N)O2 (centres undefined)	-1.0%	0.0%	-2.8%

The list continues:
item	structure	TDP1 cell noCPT	TDP1 inh	DT40 TDP1 CPT
61	Cc1nn(-c2ccccc2)c(NC(=O)c2cccs2)c(-c2ccc(Cl)cc2)c1=O	-7.3%	2.7%	1.6%
62	Cc1ccc2[nH]c(C(=O)Nc3ccc(F)cc3)cc2c1	2.7%	.	-23.5%
63	CC(=O)Nc1ccc(S(=O)(=O)NNC(=O)c2cccc(Br)c2)cc1	-13.7%	1.1%	-0.8%
64	COC(=O)c1[nH]c2cc(OC)ccc2c1NC(=O)CN1CCN(c2cccc(C)c2)C(C)C1 (centres undefined)	?	9.3%	?
65	O=c1ccc(-c2ccc(S(=O)(=O)Nc3cccc(Br)c3)o2)n[nH]1	17.1%	5.8%	-19.5%
66	COc1ccc(CN2CCC3CC2c2cc(-c4cccc(C)c4)ccc23)cc1 (centres undefined)	14.6µM*	.	20.6µM*
67	Cc1ccc(S(=O)(=O)N(C)C)cc1NC(=O)CN1C(=O)NC2(CCCCCC2)C1=O	14.5%	3.2%[56.1 µM]	1.5%
68	Cc1ccc(C(=O)NCC(=O)OCC(=O)Nc2cc(S(=O)(=O)N3CCOCC3)ccc2C)cc1	-11.0%	-3.1%	-18.0%
69	C/C(=N\NC(=O)c1nc2ccccn2c1C)c1cc2ccccc2o1	?	10.4%	-23.9%
70	COc1cccc(NC(=O)CN(C)C(=O)COc2ccc3ccccc3c2)c1	-21.0%	5.5%	-17.9%
71	Cc1cc(NC(=O)CSc2cn(CCNC(=O)c3ccccc3)c3ccccc23)no1	?	2.0%	-21.2%
72	COc1ccc(/C=N/n2c(-c3ccco3)nc3ccccc3c2=O)cc1	?	-2.4%	?
73	O=C(N/N=C/c1ccccc1)c1sccc1OCc1ccc(F)cc1	?	5.9%	?
74	CC(=O)c1cccc(N(CC(=O)NC2CCCCC2)C(=O)Cn2nnc(-c3ccccc3)n2)c1	-27.4%	.	-4.3%

18 of the compounds above, screen by screen.
54: COc1cccc(/C=N/n2c(-c3n[nH]c4c3CCC4)n[nH]c2=S)c1O
55: O=C(NCCc1ccccc1)c1c[nH]c2ccc(S(=O)(=O)Nc3ccc(F)cc3F)cc2c1=O
56: COc1cccc(C(=O)NC(C)c2cccc3ccccc23)c1OC (centres undefined)
57: COc1cccc(Cn2c(=O)n(-c3cccc(Cl)c3C)c(=O)c3c4c(sc32)CN(C(C)=O)CC4)c1
58: Cc1[nH][nH]c(=O)c1C(c1c(C)[nH][nH]c1=O)c1cn(Cc2ccc(Cl)c(Cl)c2)c2ccccc12
59: Cc1ccc(C)c(NC(=O)c2ccc3c(=O)n4c(nc3c2)CCC4)c1
60: COCc1[nH]nc2c1C1(C(=O)N(C)c3ccccc31)C(C#N)=C(N)O2 (centres undefined)
61: Cc1nn(-c2ccccc2)c(NC(=O)c2cccs2)c(-c2ccc(Cl)cc2)c1=O

Compound | 54 | 55 | 56 | 57 | 58 | 59 | 60 | 61
TDP1 cell noCPT | ? | -18.9% | ? | ? | 2.06µM* | ? | -1.0% | -7.3%
TDP1 inh | 10.8% | -7.6% | 7.9% | 7.4% | 10.5% | 0.0% | 0.0% | 2.7%
DT40 TDP1 CPT | -4.5% | 0.4% | -28.7% | ? | 2.06µM* | -5.7% | -2.8% | 1.6%

62: Cc1ccc2[nH]c(C(=O)Nc3ccc(F)cc3)cc2c1
63: CC(=O)Nc1ccc(S(=O)(=O)NNC(=O)c2cccc(Br)c2)cc1
64: COC(=O)c1[nH]c2cc(OC)ccc2c1NC(=O)CN1CCN(c2cccc(C)c2)C(C)C1 (centres undefined)
65: O=c1ccc(-c2ccc(S(=O)(=O)Nc3cccc(Br)c3)o2)n[nH]1
66: COc1ccc(CN2CCC3CC2c2cc(-c4cccc(C)c4)ccc23)cc1 (centres undefined)
67: Cc1ccc(S(=O)(=O)N(C)C)cc1NC(=O)CN1C(=O)NC2(CCCCCC2)C1=O
68: Cc1ccc(C(=O)NCC(=O)OCC(=O)Nc2cc(S(=O)(=O)N3CCOCC3)ccc2C)cc1
69: C/C(=N\NC(=O)c1nc2ccccn2c1C)c1cc2ccccc2o1

Compound | 62 | 63 | 64 | 65 | 66 | 67 | 68 | 69
TDP1 cell noCPT | 2.7% | -13.7% | ? | 17.1% | 14.6µM* | 14.5% | -11.0% | ?
TDP1 inh | . | 1.1% | 9.3% | 5.8% | . | 3.2%[56.1 µM] | -3.1% | 10.4%
DT40 TDP1 CPT | -23.5% | -0.8% | ? | -19.5% | 20.6µM* | 1.5% | -18.0% | -23.9%

70: COc1cccc(NC(=O)CN(C)C(=O)COc2ccc3ccccc3c2)c1
71: Cc1cc(NC(=O)CSc2cn(CCNC(=O)c3ccccc3)c3ccccc23)no1

Compound | 70 | 71
TDP1 cell noCPT | -21.0% | ?
TDP1 inh | 5.5% | 2.0%
DT40 TDP1 CPT | -17.9% | -21.2%
